# Bioassay records deposited in PubChem BioAssay by several laboratories.
# CHT allo act: CHT positive allosteric modulators, primary screen, cell-based, membrane potential dye, choline EC20 | CHT-expressing cells; hits give high values; LV-AA mutant CHT in HEK293 cells | actives 0.49% (n = 310,000) | AID 488977, 2010 | B-score at 10 µM;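 active = initial fluorescence not abnormally high and integrated response B-score, plate-corrected, over 3 SD above library mean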
# Target sequence (Q9GZV3 whole entry, looked up): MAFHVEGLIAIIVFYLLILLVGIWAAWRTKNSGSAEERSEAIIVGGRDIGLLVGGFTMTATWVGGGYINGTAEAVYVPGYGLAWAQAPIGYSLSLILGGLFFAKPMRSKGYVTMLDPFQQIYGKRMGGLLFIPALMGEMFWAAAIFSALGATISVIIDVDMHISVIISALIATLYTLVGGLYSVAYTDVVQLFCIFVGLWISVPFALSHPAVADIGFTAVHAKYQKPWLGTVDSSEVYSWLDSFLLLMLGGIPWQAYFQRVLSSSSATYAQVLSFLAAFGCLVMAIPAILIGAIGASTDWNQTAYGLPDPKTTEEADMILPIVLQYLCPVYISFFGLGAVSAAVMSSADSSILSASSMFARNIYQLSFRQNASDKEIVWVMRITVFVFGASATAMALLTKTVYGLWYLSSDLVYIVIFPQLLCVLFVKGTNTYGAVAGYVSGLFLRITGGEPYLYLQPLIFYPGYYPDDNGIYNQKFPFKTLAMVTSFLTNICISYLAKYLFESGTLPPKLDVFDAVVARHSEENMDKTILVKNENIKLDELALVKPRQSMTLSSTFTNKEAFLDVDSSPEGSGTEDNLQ
# OX1R antag: OX1R (HCRTR1) antagonists, primary screen, fluorescence, CHO/OX1R cells, Fluo-8 calcium, orexin A | AID 434989, 2010 | inhibition, % at 5 µM | actives 0.43% (n = 330,000) | Orexin/Hypocretin receptor type 1 (Homo sapiens), O43613 | Fluo-8 calcium fluorescence;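 active = inhibition above its plate's threshold, mean inhibition of all tested compounds on the plate plus 3 SD, cut at about 37% in these data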;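 note: 0% = orexin A challenge wells and 100% = SB-334867-A antagonist wells; not every result past the cut was called active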
# Target sequence (O43613 whole entry, looked up): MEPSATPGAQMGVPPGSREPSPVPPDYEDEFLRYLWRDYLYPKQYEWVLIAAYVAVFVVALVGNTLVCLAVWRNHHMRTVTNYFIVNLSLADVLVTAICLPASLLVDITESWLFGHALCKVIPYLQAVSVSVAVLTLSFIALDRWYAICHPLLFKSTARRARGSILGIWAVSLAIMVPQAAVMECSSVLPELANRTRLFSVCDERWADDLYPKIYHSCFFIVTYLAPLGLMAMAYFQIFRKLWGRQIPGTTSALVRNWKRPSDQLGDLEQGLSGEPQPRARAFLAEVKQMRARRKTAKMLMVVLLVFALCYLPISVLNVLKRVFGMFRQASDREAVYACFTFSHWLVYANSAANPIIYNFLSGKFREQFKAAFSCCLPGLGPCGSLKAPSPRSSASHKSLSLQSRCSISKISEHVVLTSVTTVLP
# * hit, by the source's call; i = inactive; . = not tested or not shown. An unsorted share of the library (roughly 0.8% active in at least one column).
SMILES,CHT allo act,OX1R antag
CN(c1ccccc1)S(=O)(=O)c1cccc(NC(=O)CN2C(=O)NC3(CCCCC3)C2=O)c1,.,-16
CC(C)Cc1nn2c(=O)cc(COc3ccc(NC(=O)c4ccco4)cc3)nc2s1,i,6
Cc1sc2nc(COC(=O)c3ccc(N4CCCC(C)C4)c([N+](=O)[O-])c3)[nH]c(=O)c2c1C (centres undefined),i,-26
COc1ccc(NC(=O)c2cccc(-n3c(C)ccc3C)c2)c(OC)c1,i,5
O=C(NC(=S)Nc1ccccc1N1CCCC1)c1ccco1,i,-56
O=C(COC(=O)c1ccc2ccccc2c1O)NCc1ccccc1,.,-28
O=C(O)C1=C[C@H](c2cccs2)C[C@H](OCCCCO)O1,i,3
CCOc1ccc(-c2ccc(SCc3ccccn3)nn2)cc1,i,-6
CC(C)CN1C(=O)C(=O)N(CC(=O)c2ccc3c(c2)OCO3)C1=O,i,-12
COc1ccc(C)cc1NS(=O)(=O)c1ccc2c(c1)NC(=O)C(C)S2 (centres undefined),i,-4
Fc1ccc(-c2nnc(CN3CCN(c4ncc(C(F)(F)F)cc4Cl)CC3)o2)cc1,i,-25
Cn1c(N)c(C(=O)COC(=O)c2ccccc2C(=O)c2ccccc2)c(=O)n(C)c1=O,.,-8
O=C(N/N=C/C=N/NC(=O)c1ccco1)c1ccco1,i,-2
O=C(NCCN=C1NS(=O)(=O)c2ccccc21)c1ccco1,i,6
CCOC(=O)c1sc2nc(C)nc(N3CCN(S(=O)(=O)c4ccccc4)CC3)c2c1C,.,5
Cn1c(SCc2cccc(F)c2)nnc1-c1ccccn1,i,-29
COc1ccc(CCNC(=O)c2cccc(C(=O)NCCc3ccc(OC)cc3)n2)cc1,i,-24
Cc1ccccc1CSCCNC(=O)c1ccccc1,i,-6
O=C(COc1ncnc2cc([N+](=O)[O-])ccc12)N(CCc1ccccc1)Cc1ccccc1,i,54*
CCOC(=O)c1c(N)sc(C(=O)N(CC)CC)c1C,i,-12
CCOCCCNC(=O)C1CCN(Cc2ccc(OCc3ccccc3)c(OC)c2)CC1,i,-7
Nc1n[nH]c2cc(=O)n(-c3cccc(C(F)(F)F)c3)nc12,i,-3
O=c1c2ccccc2cnn1-c1ccc2ccccc2c1,i,-28
CCOC(=O)C1CCN(C(=O)C(CCSC)NC(=O)COc2ccccc2)CC1 (centres undefined),.,-7
CC1(CCc2ccccc2)NC(=O)N(Cc2nnc(-c3ccccc3Br)o2)C1=O (centres undefined),i,-36
# Further records follow.
SMILES,CHT allo act,OX1R antag
Cc1ccc(S(=O)(=O)NCC2CCC(C(=O)NCCCN3CCCC3=O)CC2)cc1 (centres undefined),i,-3
CCOC(=O)c1ccc(NS(=O)(=O)CC)cc1,i,-23
Cc1cc(C)cc(OCC(=O)Nc2ccccc2C(=O)N2CCOCC2)c1,i,-19
Cc1ccc(CS(=O)(=O)CCC(=O)NCCCN2CCCC2)cc1,i,-14
COc1ccc(C(=O)NC23CC4CC(CC(C4)C2)C3)cc1,i,-9
Cc1ccc(Nc2ncc3c(n2)CC(C)CC3=O)c(C)c1 (centres undefined),i,-34
Cc1nc2c(nnn2Cc2ccccc2)c(=O)[nH]1,i,-22
Cc1ccccc1Nc1nnc(SCC2CCCCO2)s1 (centres undefined),i,-7
Cn1cnc(NCc2ccccc2)c1[N+](=O)[O-],i,-13
CCCCCCCc1nc2nc(C)c(Br)c(=O)n2[nH]1,i,-20
CCCN(C(=O)CSCc1ccc(Cl)cc1)c1c(N)n(Cc2ccccc2)c(=O)[nH]c1=O,i,-25
COC(=O)[C@]1(Cc2ccccc2)N[C@H](CN(C)C(=O)c2ccc(F)cc2)[C@@H]2C(=O)N(C)C(=O)[C@@H]21,.,-16
CC(C)c1ccc(/C=N/NC(=O)c2c(Cl)cnn2C)cc1,i,-7
CC(C)c1cccc(C(C)C)c1NC(=O)COC(=O)c1ccc2c(c1)S(=O)(=O)c1ccccc1C2=O,i,-11
COC(=O)c1cccc(NC(=O)c2cccs2)c1C,i,2
COc1cc(/C=C(\C#N)C(=O)Nc2cccc(C(=O)O)c2)ccc1OCc1ccc(C)cc1,i,0
Cc1ccc(N2C(=O)SC(N(CC(=O)O)c3ccc(C)cc3)C2=O)cc1 (centres undefined),i,-3
Cn1nc(-c2ccc(Cl)cc2)c2cc(C(=O)N3CCCC3)sc21,i,-49
Cc1ccc(C(=O)N2CC(=O)Nc3ccc(F)cc3C2c2ccc(F)cc2)cc1 (centres undefined),i,-24
O=S(=O)(c1cccc2cccnc12)N1CCN(c2ccccn2)CC1,i,-19
CCOc1ncccc1C(=O)Nc1ccc2c(c1)OCCO2,.,-19
CCc1nnc(NC(=O)c2ccc(S(=O)(=O)N3CCN(Cc4ccccc4)CC3)cc2)s1,i,-19
COc1ccc(NS(=O)(=O)c2cccc(C(=O)N/N=C/c3ccc4c(c3)OCCO4)c2)cc1,i,-3
CCOC(=O)c1c(CSc2ccccc2)n(C)c2cc(Br)c(O)c(CN(C)C)c12,i,-35
CC(=O)c1cccc(NC(=O)C(C)OC(=O)c2ccc(Br)o2)c1 (centres undefined),.,-3

# In the list so far, four have an aryl thioether with sulfur outside any ring:
SMILES,CHT allo act,OX1R antag
CCOc1ccc(-c2ccc(SCc3ccccn3)nn2)cc1,i,-6
Cn1c(SCc2cccc(F)c2)nnc1-c1ccccn1,i,-29
Cc1ccccc1Nc1nnc(SCC2CCCCO2)s1 (centres undefined),i,-7
CCOC(=O)c1c(CSc2ccccc2)n(C)c2cc(Br)c(O)c(CN(C)C)c12,i,-35

# Of the compounds above, five have an NH in an aromatic ring.
SMILES,CHT allo act,OX1R antag
Cc1sc2nc(COC(=O)c3ccc(N4CCCC(C)C4)c([N+](=O)[O-])c3)[nH]c(=O)c2c1C (centres undefined),i,-26
Nc1n[nH]c2cc(=O)n(-c3cccc(C(F)(F)F)c3)nc12,i,-3
Cc1nc2c(nnn2Cc2ccccc2)c(=O)[nH]1,i,-22
CCCCCCCc1nc2nc(C)c(Br)c(=O)n2[nH]1,i,-20
CCCN(C(=O)CSCc1ccc(Cl)cc1)c1c(N)n(Cc2ccccc2)c(=O)[nH]c1=O,i,-25

# Compounds from the list above that contain a nitro group on carbon, in the order listed:
SMILES,CHT allo act,OX1R antag
Cc1sc2nc(COC(=O)c3ccc(N4CCCC(C)C4)c([N+](=O)[O-])c3)[nH]c(=O)c2c1C (centres undefined),i,-26
O=C(COc1ncnc2cc([N+](=O)[O-])ccc12)N(CCc1ccccc1)Cc1ccccc1,i,54*
Cn1cnc(NCc2ccccc2)c1[N+](=O)[O-],i,-13

# Next section:
SMILES,CHT allo act,OX1R antag
COc1ccc(OCC(=O)Nc2ccccc2OC(F)F)cc1,i,-8
Clc1cc2c(c(CSc3nc4ccccc4n4cccc34)c1)OCOC2,i,6
N#CC(c1ccc(Cl)cc1)N1CCOCC1 (centres undefined),i,-9
CCOC(=O)c1cnc2ccc(C(=O)OC)cc2c1Nc1ccc(C(=O)O)cc1,8.9*,-8
Cn1cnc(S(=O)(=O)N2CCN(c3cccc(Cl)c3)CC2)c1,i,0
COc1ccc2oc(C(=O)Nc3nc4ccccc4[nH]3)c(C)c2c1,i,31
CCOc1ccc(NC(=O)COC(=O)CCCc2c[nH]c3ccccc23)cc1,i,-1
CCOc1ccccc1C(=O)Nc1ccc(S(=O)(=O)Nc2cc(OC)nc(OC)n2)cc1,i,-17
CC(=O)NC(Cc1ccc(F)c(F)c1)C(=O)NC1CCN(c2c(Cc3ccccc3)c(C)nc3ncnn23)CC1 (centres undefined),i,-11
CCCOP(=O)(OCCC)C(NC(=O)C(C)(C)C)c1ccccc1 (centres undefined),i,-28
COC(C)(C)c1cc(C(C)(C)C)nc(N)n1,i,-12
COc1cc(-c2[nH]ncc2CN(C)Cc2nonc2C)cc(OC)c1OC,i,-2
C#CCOCCOCCOCCNc1nc(N2CCN(C(=O)C([C@@H](C)O)n3cc([C@@H](N)CCCCN)nn3)CC2)nc(N2CCN(C(=O)[C@H](CCCN=C(N)N)n3cc(C(N)[C@@H](C)CC)nn3)CC2)n1 (some centres undefined),.,-6
COc1ccc(C2C(C(=O)C(C)(C)C)=C(O)C(=O)N2Cc2ccccc2)cc1 (centres undefined),i,-18
COCCCNC(=O)C[C@H]1C[C@H](C(=O)N2CCCCC2)[C@@]2(C)c3[nH]c4cc(-c5ccco5)ccc4c3CCN2C1=O,.,-37
CCOC(=O)c1oc2c(c1C)/C(=N/O)CCC2,i,-1
O=C(CSc1nnc(-c2ccc(F)cc2)n1-c1ccccc1)NCCN1C(=O)CSC1=O,i,-13
Nc1cccc(C(=O)Nc2ccccc2Cl)c1,i,-5
CC(Sc1nnc(-c2ccco2)n1N)C(=O)NC1CCCCC1C (centres undefined),.,-8
Cc1nc(C)c(-c2csc(Nc3ccc(F)cc3)n2)s1,i,-11
CN1C(=O)CSc2ccc(NC(=O)NCc3ccccc3)cc21,i,-8
COC(=O)c1cccc(Oc2nc3c(c(=O)n(C)c(=O)n3C)n2Cc2ccc(C)cc2)c1,i,-20
COc1ccccc1/C=C/C(=O)NNC(=O)c1cc(C)oc1C,i,-21
Cc1ccc(NC(=O)C2CC(c3ccc(F)cc3)=NO2)cc1 (centres undefined),i,8
CCSc1nnc(Cc2cc(=O)[nH]c(=O)[nH]2)n1-c1cc(C)ccc1C,i,-4
# The results go on:
SMILES,CHT allo act,OX1R antag
Cc1ccc(C)c(N2CCN(c3nnnn3-c3ccccc3)CC2)c1,i,-31
COc1c(Cl)cc(C(=O)NN)cc1Cl,i,-27
Cc1ccccc1CC1(CO)CCCN(C(=O)Cc2c(F)ccc(F)c2F)C1 (centres undefined),i,.
CCc1nc(C#N)c(N2CCCCC2)o1,i,-13
COc1cccc(-c2nc(CS(=O)(=O)CC(=O)NCCCN3C(C)CCCC3C)c(C)o2)c1 (centres undefined),i,-14
COc1cc(C(=O)N(Cc2ccc(C)o2)C2CCS(=O)(=O)C2)cc(OC)c1OC (centres undefined),i,-31
CCC(CC)C1=NN2C(=N)/C(=C\c3cc(C)n(-c4cccc(C)c4)c3C)C(=O)N=C2S1,i,-15
O=C1CN(C(=O)CC2C(=O)NCCN2Cc2ccccc2C(F)(F)F)CCN1 (centres undefined),i,6
O=C(COc1ccccc1)NS(=O)(=O)c1ccccc1,i,-19
CCC(CC)NC(=O)c1cccc([N+](=O)[O-])c1C,i,-8
Cc1cc2oc(=O)c3c(c2cc1OCc1nn[nH]n1)CCCC3,i,-7
CCC(=O)N1c2ccc(S(=O)(=O)NCCc3ccc(C)cc3)cc2CC1C (centres undefined),i,-9
CCC(C)(C)n1nnnc1C(c1ccc(OC)c(OC)c1)N1CCN(c2ccccc2)CC1 (centres undefined),i,-20
CCN(CC(=O)Nc1c(F)cccc1F)C(=O)CCNC(=O)c1ccccc1OC,i,-18
CCCC(=O)Nc1nc2n(n1)C(c1ccccc1)CC(=O)N2 (centres undefined),i,-8
Nc1ccc(N2CCCC2)c(S(=O)(=O)Nc2cccc(C(F)(F)F)c2)c1,.,-5
O=C(CN1CCN(c2ccccn2)CC1)N1CC(O)CO1 (centres undefined),i,-5
Cc1cccc(NC(=O)c2c(-c3ccccc3)noc2C)n1,i,-13
COc1cc(C(=O)Nc2ccc(C#N)cc2)c([N+](=O)[O-])cc1OC,i,-6
Cc1oc2cc3c(C(=O)N4CCCCC4)c(C)oc3cc2c1C(=O)N1CCCCC1,i,-21
CCCCCCc1ccc(OC(=O)c2ccncc2)cc1,i,1
COc1ccc(NS(=O)(=O)c2ccc(NC(=O)c3ccc(N(C)S(C)(=O)=O)cc3)cc2)c(OC)c1,i,1
O=C(Nc1ccccc1C(=O)NCCCN1CCOCC1)c1ccccc1,i,-15
O=C(CNC1CCCCC1)N1CCc2ccccc2C1,i,-9
Cc1ccc2occ(/C=N/NC(=O)c3ccccc3Br)c(=O)c2c1,i,-18
# The list goes on:
SMILES,CHT allo act,OX1R antag
CCn1cc(/C=C(\NC(=O)c2ccccc2OC)C(=O)NCCCn2ccnc2)c2ccccc21,i,-25
COc1ccc(NC(=O)Cc2ccccc2)cn1,i,-4
CCC(=O)N1CCN(c2ccc(NC(=O)c3ccc4c(c3)OCCO4)cc2)CC1,i,-13
COc1ccc(-n2nc([N+](=O)[O-])c(=NCCc3ccc(C)cc3)n2O)cc1,i,-41
CN(Cc1nc(Cc2ccccc2F)no1)[C@@H]1CS(=O)(=O)C[C@H]1O,i,-3
CN(C)N=Nc1ccc2nc[nH]c2c1,i,-6
O=C(Cn1cc(C(F)(F)F)ccc1=O)N1CCN(S(=O)(=O)c2ccc(Cl)cc2)CC1,i,-6
Cc1cc(/C=C2/NC(=O)NC2=O)c(C)n1-c1ccccn1,i,-8
Cc1cccc(C)c1NC(=O)C(=O)NCC1CCCN1S(=O)(=O)c1cccs1 (centres undefined),i,-13
O=C(Cc1csc(N2CCOCC2)n1)N/N=C/c1ccccc1C(=O)O,i,-2
CC1CC(C)CN(C2CCCCC2NS(=O)(=O)c2ccc(Cl)cc2)C1 (centres undefined),i,-15
O=C(Nc1ccc2c(c1)OCO2)N1CCN(C(=O)C2CCCO2)CC1 (centres undefined),i,-2
O=C(CCN1CCN(c2ccccc2F)CC1)Nc1ccccc1Cl,i,-38
COc1cc(CCC(=O)OCC(=O)Nc2c(C)cc(C)cc2C)cc(OC)c1OC,i,-28
CCOC(=O)N1CCC(n2c(SCC(=O)N3CCCC3)nc3ccccc3c2=O)CC1,i,-6
CC(C(=O)c1c[nH]c(C(N)=O)c1)c1ncc(C(F)(F)F)cc1Cl (centres undefined),i,-7
CC(C)(CNC(=O)CCC1CCCC1)CNC(=O)CCC1CCCC1,i,-28
CC1Cc2cc(S(=O)(=O)NCCc3ccccc3)ccc2N1C(=O)C1CC1 (centres undefined),i,-20
Cn1c2ccccc2c2cc(/C=N/NC(=O)c3ccccc3F)ccc21,i,32

# Marked active in OX1R antag, among the entries above:
Molecule | OX1R antag
O=C(COc1ncnc2cc([N+](=O)[O-])ccc12)N(CCc1ccccc1)Cc1ccccc1 | 54*
